Compound activity deposited in PubChem BioAssay by several laboratories.
ROMK mod: human ROMK K+ channel modulation, primary screen; 130,000 tested, 2% active; B-score at 10 µM; Tet-inducible ROMK, thallium flux fluorescence; actives lie on both sides; P48048;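 active = signal ratio slope over the read window, or its plate-corrected B-score, at least 3 SD from the plate mean, either direction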;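 also: B-score of the F/F0 ratio slope over 7 to 12 s after thallium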
Target sequence (P48048 whole entry, looked up): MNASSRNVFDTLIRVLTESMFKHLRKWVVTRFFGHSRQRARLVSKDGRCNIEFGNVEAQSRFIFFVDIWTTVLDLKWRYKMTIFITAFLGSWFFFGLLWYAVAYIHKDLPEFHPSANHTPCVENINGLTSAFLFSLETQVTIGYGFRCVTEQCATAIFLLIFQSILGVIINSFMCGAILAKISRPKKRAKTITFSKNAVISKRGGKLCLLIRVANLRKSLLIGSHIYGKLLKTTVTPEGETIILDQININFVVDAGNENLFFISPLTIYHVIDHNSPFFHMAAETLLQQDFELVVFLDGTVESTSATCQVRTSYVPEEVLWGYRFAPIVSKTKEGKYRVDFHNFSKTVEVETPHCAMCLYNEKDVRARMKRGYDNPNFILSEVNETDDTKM
PPARg SRC1 recr: agonists of human PPARgamma SRC-1 coactivator recruitment; AID 631; activation, % at 8 µM; PPARgamma-SRC-1 coactivator recruitment biochemical assay; P37231; 200,000 tested, 0.41% active; in the data active = activation above about 19%;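 also: 0% = DMSO and 100% = reference agonist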
PMI act: increases human mannose-6-phosphate isomerase activity; P34949; purified human PMI, coupled resazurin fluorescence, 20 min; active compounds read high; 1 = vehicle control, 0 substrate-free wells; activation factor at 20 µM; 190,000 tested, 0.005% active;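 active = activation factor of 2 or more at 20 µM, relative to plate controls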
Target sequence (P34949 whole entry, looked up): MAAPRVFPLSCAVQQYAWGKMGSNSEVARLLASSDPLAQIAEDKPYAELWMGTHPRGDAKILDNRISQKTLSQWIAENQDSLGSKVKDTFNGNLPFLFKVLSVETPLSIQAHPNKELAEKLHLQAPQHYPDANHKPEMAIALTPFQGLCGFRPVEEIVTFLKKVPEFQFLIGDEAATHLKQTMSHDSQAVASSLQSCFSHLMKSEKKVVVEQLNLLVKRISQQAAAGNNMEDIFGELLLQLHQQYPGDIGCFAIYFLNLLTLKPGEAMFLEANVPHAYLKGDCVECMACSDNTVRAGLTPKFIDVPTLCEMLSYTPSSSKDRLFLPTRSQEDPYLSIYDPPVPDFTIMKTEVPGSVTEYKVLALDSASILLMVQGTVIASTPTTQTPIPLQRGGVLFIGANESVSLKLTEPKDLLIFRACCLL
G6PDH counter: counter-screen for G6PDH assay hits: L. mesenteroides G6PDH inhibition | inhibition, % at 5 µM | 200,000 tested, 0.12% active | AID 1020 | Purified L. mesenteroides G6PDH, diaphorase/resazurin coupled fluorescence, 45 min; in the data active = inhibition above about 50%
PPARg SRC3 recr: agonists of human PPARgamma SRC-3 coactivator recruitment; activation, % at 8 µM; biochemical PPARgamma/SRC-3 coactivator recruitment assay; 200,000 tested, 0.26% active; AID 731; P37231; in the data active = activation above about 23%;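 also: 0% = DMSO and 100% = reference agonist; some compounds past the cut are filed as inactive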
Diaphorase inh: inhibits diaphorase or chemically oxidizes, flagging diaphorase assay artifacts; AID 1217; 190,000 tested, 0.69% active; inhibition, % at 20 µM; diaphorase resazurin-to-resorufin fluorescence, NADH, 16 min; bacterial (C. kluyveri) enzyme, not human;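 active = primary screen inhibition at 20 µM above a set limit, cut at about 50% in these data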;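 also: plate controls were DMSO with full reaction for no effect and wells lacking NADH for full effect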
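System: Bacterial diaphorase enzyme (C. kluyveri) | Incubation: 16-min room-temperature incubation before reading | Benchmarks: No-NADH positive control and DMSO neutral control | Measured by: Resorufin fluorescence 544/590 nm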
PPARg SRC-2 ag: promotes SRC-2 coactivator recruitment by human PPARgamma; PPARgamma LBD-SRC-2 recruitment, biochemical; AID 1032; P37231; 200,000 tested, 0.34% active; activation, % at 8 µM; in the data active = activation above about 22%;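 also: 0% = vehicle and 100% = reference agonist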
TR-FRET SRC-2 ct: flags TR-FRET format artefacts in PPARgamma SRC-2 recruitment agonist screen | 200,000 tested, 0.4% active | TR-FRET artefact counter-screen; active compounds read high | AID 1049 | TR-FRET ratio at 8 µM; in the data active = TR-FRET ratio above about 2000; also: inactives centre near 1500
PMI act hi M6P: PMI (human) activation, high substrate; coupled PMI enzyme assay, resazurin fluorescence, 20 min; active compounds read high; 1 = untreated enzyme, 0 = substrate-free blank; P34949; AID 1216; activation factor at 20 µM; 190,000 tested, 0.34% active;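 active = activation factor of 2 or more at 20 µM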
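assay system = human phosphomannose isomerase with PGI, G6PDH, diaphorase coupling enzymes | quantity = 15 ng/mL PMI | incubation = enzyme reaction with compound 20 min at room temperature | medium = HEPES pH 7.4 buffer with MgCl2 and Tween-20 | compound dosing = one concentration, 20 µM, in 1% DMSO | measured by = Diaphorase-driven resazurin-to-resorufin fluorescence, excitation 544, emission 590 nm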
S1P3 antag: antagonists of human S1P3 receptor; CHO S1P3 NFAT-BLA reporter, FRET fluorescence, antagonist mode; Q99500; 170,000 tested, 0.27% active; AID 485; inhibition, % at 4.98 µM;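 active = inhibition above the plate cutoff, the mean inhibition of test wells on that plate plus 3 SD, cut at about 28% in these data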;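 also: cells challenged with S1P at its EC80 of 0.8 µM; blue over green emission ratio from cleaved BLA substrate after 4 h stimulation; 0% = S1P-stimulated wells and 100% = unstimulated DMSO-only wells; some compounds past the cut are filed as inactive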
Diaphorase act: activates diaphorase or chemically reduces, flagging diaphorase assay artifacts; activation factor at 20 µM; AID 1229; Diaphorase/resazurin coupled assay, resorufin fluorescence, 16 min; active compounds read high; 1 = vehicle wells, 0 = NADH-free wells; 190,000 tested, 0.005% active;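 active = diaphorase activity raised at least twofold by the compound at 20 µM; inactive = activation factor below 2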
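Material: Purified diaphorase enzyme from Clostridium kluyveri | Buffer or medium: 50 mM HEPES pH 7.4 with 4.542 mM MgCl2, 0.005% Tween 20 | Times: 16 min enzyme reaction, ambient temperature | Signal: Red resorufin fluorescence at 544/590 nm excitation/emission | Measure: Increased resorufin signal from activators or reducing compounds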
The depositor's hits bear a star; . = not tested or not shown.

SMILES	ROMK mod	PPARg SRC1 recr	PMI act	G6PDH counter	PPARg SRC3 recr	Diaphorase inh	PPARg SRC-2 ag	TR-FRET SRC-2 ct	PMI act hi M6P	S1P3 antag	Diaphorase act
O=C(CCCSc1nc2sc3c(c2c(=O)[nH]1)CCC3)NCCO	.	-5	1	8	-4	19	2	1334	0.9	-7	0.8
COc1ccccc1-n1c(CNC(=O)c2ccc(S(=O)(=O)N3CCOCC3)cc2)n[nH]c1=S	0.62	-4	1	2	4	7	6	1551	1	.	0.9
CC(=O)Oc1ccc2c(=O)c(Oc3ccccc3)c(C)oc2c1OC(C)=O	2.2	-3	0.3	22	-3	65*	-15	1421	0.7	-3	0.3
CCc1ccc(OCC(=O)N(CC)CC)cc1	0.012	3	0.9	7	5	11	5	1634	0.9	5	0.9
Cc1cc2c(c(=O)o1)C(c1cccs1)C(C#N)=C(N)O2 (centres undefined)	-0.087	9	0.9	-6	1	4	1	1480	0.9	-11	1
O=c1[nH]c(NC2CCCCC2)nnc1Cc1ccccc1	-0.23	1	0.9	6	0	16	9	1474	0.9	.	0.8
COc1ccc(N2C(=O)CC(Nc3ccc(N4CCOCC4)cc3)C2=O)c(OC)c1 (centres undefined)	0.55	-5	1	-4	5	1	11	1432	1.1	.	1
COc1cc2c(cc1OC)C(c1ccc(C)o1)CC(=O)N2 (centres undefined)	.	9	0.9	-4	5	14	0	1608	1	-19	0.9

The listing continues:
SMILES	ROMK mod	PPARg SRC1 recr	PMI act	G6PDH counter	PPARg SRC3 recr	Diaphorase inh	PPARg SRC-2 ag	TR-FRET SRC-2 ct	PMI act hi M6P	S1P3 antag	Diaphorase act
CC(C)CNC(=O)COC(=O)c1ccc(Cl)c(S(N)(=O)=O)c1	-0.75	-8	1.1	2	-9	-1	4	1577	1.1	.	1
O=C(Nc1cc(Cl)ccc1Cl)c1ccc(-c2ccccc2)cc1	.	-4	1	-6	1	3	-8	1445	0.9	9	1
O=C(CSc1cccs1)Nc1cccc2ccccc12	-1.4	4	0.9	5	1	18	5	1731	1	-2	0.8
CCOC(=O)c1ccc(N/C=C/C(=O)c2ccco2)cc1	0.37	5	1	2	4	2	2	1595	1	.	1
O=C(CCC(=O)c1ccccc1)NCCOc1ccccc1	-0.1	1	1	9	0	2	-5	1357	1.1	-11	1
CCCCc1ccc(N2C(=O)[C@@H]3C(CC(N)=O)NC4(C(=O)Nc5ccc(F)cc54)[C@@H]3C2=O)cc1 (some centres undefined)	0.43	3	1	19	-2	10	3	1415	1.1	.	0.9
Cc1c(CCOC(=O)CC23CC4CC(CC(C4)C2)C3)sc[n+]1CC(=O)c1ccccc1	-6.1*	1	1	0	-3	-20	-1	1404	1.1	6	1.2
COc1ccccc1N1CCN(S(=O)(=O)c2cn(C)c(=O)n(C)c2=O)CC1	.	-3	0.9	-3	3	5	6	1687	1	4	0.9

4 entries drawn at random from the list so far, as already listed:
SMILES	ROMK mod	PPARg SRC1 recr	PMI act	G6PDH counter	PPARg SRC3 recr	Diaphorase inh	PPARg SRC-2 ag	TR-FRET SRC-2 ct	PMI act hi M6P	S1P3 antag	Diaphorase act
Cc1c(CCOC(=O)CC23CC4CC(CC(C4)C2)C3)sc[n+]1CC(=O)c1ccccc1	-6.1*	1	1	0	-3	-20	-1	1404	1.1	6	1.2
O=C(CCC(=O)c1ccccc1)NCCOc1ccccc1	-0.1	1	1	9	0	2	-5	1357	1.1	-11	1
CCOC(=O)c1ccc(N/C=C/C(=O)c2ccco2)cc1	0.37	5	1	2	4	2	2	1595	1	.	1
O=C(CSc1cccs1)Nc1cccc2ccccc12	-1.4	4	0.9	5	1	18	5	1731	1	-2	0.8

Other results:
SMILES	ROMK mod	PPARg SRC1 recr	PMI act	G6PDH counter	PPARg SRC3 recr	Diaphorase inh	PPARg SRC-2 ag	TR-FRET SRC-2 ct	PMI act hi M6P	S1P3 antag	Diaphorase act
COc1ccc2cc3cc(C(=O)NCCN4CCc5ccccc5C4)sc3nc2c1	-0.76	1	0.9	10	3	-12	1	1572	1	1	1.1
Cn1cccc1/C=N/n1c(-c2ccccc2)n[nH]c1=S	.	5	0.9	-2	-4	20	4	1596	1	.	0.8
CCN(CC)S(=O)(=O)c1ccc2nc(SC)sc2c1	.	5	1	2	18	7	11	1432	1.1	.	0.9
COC(=O)CSc1nc2cc(C)ccc2cc1C#N	.	5	1	-4	1	10	3	1533	1	3	0.9
Cc1oc2c(c1C(=O)Nc1ccc(C(=O)O)cc1)CCCC2	0.83	0	1.1	5	0	-3	11	1582	1	.	1
O=S(=O)(Nc1nc2ccccc2nc1N1CCc2ccccc2C1)c1ccc(Cl)cc1	.	-8	0.9	2	-1	19	-3	1608	1	-15	0.8
CCc1nnc(NC(=O)C2c3ccccc3Oc3ccccc32)s1	.	1	0.9	6	-4	5	6	1311	1	.	0.9
CC1CC(=O)N(C)c2cc([N+](=O)[O-])ccc2N1 (centres undefined)	-0.14	0	1.1	2	-4	6	12	1644	1	-8	0.9

The listing continues.
SMILES	ROMK mod	PPARg SRC1 recr	PMI act	G6PDH counter	PPARg SRC3 recr	Diaphorase inh	PPARg SRC-2 ag	TR-FRET SRC-2 ct	PMI act hi M6P	S1P3 antag	Diaphorase act
CC(NC(=O)COc1ccccc1)C(=O)NC1=NCCS1 (centres undefined)	-0.079	-5	1	24	-6	-3	-8	1424	1	-23	1
Cc1ccc(-c2csc(NC(=O)C3CC=CCC3C(=O)O)c2C(=O)OC(C)C)cc1 (centres undefined)	0.1	9	0.8	11	-2	10	10	1548	0.9	.	0.9
CSc1ccc(CNc2ccc(Cl)cc2)cc1	.	3	0.9	3	-2	15	1	1559	0.9	.	0.9
CC(=O)Nc1ccc(NC(=O)Cn2c(=O)n(-c3ccc(F)cc3)c(=O)c3oc4ccccc4c32)cc1	-0.052	6	1.1	4	0	-3	3	1539	1.1	-16	1
CCOC(=O)c1sc2nc(N3CCOCC3)c3c(c2c1N)CCCC3	.	0	0.9	6	-2	12	-2	1474	1	7	0.9
CC1Cc2ccccc2N1C(=O)CSc1nc(-c2ccco2)cc(C(F)(F)F)n1 (centres undefined)	0.11	7	1	4	-8	16	7	1668	0.9	3	0.8
CCCCOc1ccccc1N	.	-4	1	2	-5	11	3	1639	1	.	0.9
COC(=O)c1oc2ccccc2c1N	1	-5	1	3	-12	10	0	1366	1	.	0.9

A run of entries taken from the entries so far, for reference:
SMILES	ROMK mod	PPARg SRC1 recr	PMI act	G6PDH counter	PPARg SRC3 recr	Diaphorase inh	PPARg SRC-2 ag	TR-FRET SRC-2 ct	PMI act hi M6P	S1P3 antag	Diaphorase act
CC(NC(=O)COc1ccccc1)C(=O)NC1=NCCS1 (centres undefined)	-0.079	-5	1	24	-6	-3	-8	1424	1	-23	1
Cc1ccc(-c2csc(NC(=O)C3CC=CCC3C(=O)O)c2C(=O)OC(C)C)cc1 (centres undefined)	0.1	9	0.8	11	-2	10	10	1548	0.9	.	0.9

Next results
SMILES	ROMK mod	PPARg SRC1 recr	PMI act	G6PDH counter	PPARg SRC3 recr	Diaphorase inh	PPARg SRC-2 ag	TR-FRET SRC-2 ct	PMI act hi M6P	S1P3 antag	Diaphorase act
O=C(CCCNS(=O)(=O)c1cccc2nsnc12)NCCc1ccccc1	-0.15	7	1	1	6	13	1	1608	1	-19	0.9
CCOC(=O)c1sc(N(Cc2ccccc2)C(=O)CSc2nnc(C3CC3)n2N)nc1C	.	0	0.9	6	1	18	3	1427	1	.	0.8
CC(C)C(NC(=O)/C=C/c1ccc(F)cc1)C(C)C	.	-2	0.9	9	-4	6	-4	1498	0.9	.	0.9
Cc1cc(C)nc(N/N=C/c2cc3c(cc2[N+](=O)[O-])OCO3)n1	-0.17	6	1.1	-5	-2	-1	-3	1562	1	-4	1
C=CCn1c(=O)/c(=C/c2ccc(O)cc2)s/c1=C(/C#N)c1nnc2n1CCCCC2	-1.1*	6	0.9	-29	5	19	13	1615	0.9	0	0.8
CC(=O)Nc1ccc(S(=O)(=O)NCCc2ccc(F)cc2)cc1	.	1	1.1	9	8	3	7	1569	1	.	1
O=C(N/N=C\c1ccc(O)c([N+](=O)[O-])c1)c1ccccc1-n1cccc1	-0.15	0	1	9	0	3	-4	1473	1	3	1
COc1ccccc1Nc1nc(N)nc(CN2CCc3ccccc3C2)n1	-1	3	1.1	7	1	12	-1	1533	1	6	0.9

(list continues)
SMILES	ROMK mod	PPARg SRC1 recr	PMI act	G6PDH counter	PPARg SRC3 recr	Diaphorase inh	PPARg SRC-2 ag	TR-FRET SRC-2 ct	PMI act hi M6P	S1P3 antag	Diaphorase act
CCOc1ccc(NC(=O)CSc2n[nH]c(=O)n2-c2ccccc2)cc1	-0.02	1	0.9	2	-10	20	-9	1424	0.9	28	0.8
COc1ccc(NS(=O)(=O)c2cccc(C(=O)O)c2)cc1	0.4	3	1.1	8	4	5	-9	1522	1	4	0.9
Cc1ccc(C(=O)N/C(=C\c2cccc([N+](=O)[O-])c2)C(=O)OCN2C(=O)c3ccccc3C2=O)cc1	.	-4	1	-12	-3	6	2	1651	0.9	-11	0.9
COC(=O)C(C)N=Cc1ccccc1 (centres undefined)	0.024	6	0.9	4	2	8	0	1629	0.9	-21	0.9
COc1ccc(NC(C)=O)cc1NC(=O)CN1CCN(CC(=O)Nc2ccc(Cl)cc2)CC1	-0.95	1	1.1	3	-13	7	-10	1435	1	-33	0.9
CCOc1ccc(N2C(=O)CC(N(Cc3ccco3)C(=O)CC)C2=O)cc1 (centres undefined)	0.21	0	0.9	8	2	17	6	1536	0.9	8	0.8
